From PubChem BioAssay
BLM helicase inh – inhibitors of human Bloom syndrome helicase BLM. P54132. recombinant BLM DNA unwinding, fluorescence dequenching. Potency, µM (doses to about 56.1 µM), for the others: top-dose activity change, negative = inhibition, usual class: inhibitors. actives 0.2% (n = 350,000);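 note: potency is the fitted concentration of half-maximal effect; plate controls were vehicle for no effect and no enzyme for full effect; nearly all actives have a fitted effect of over 35% in size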
Anesthetic bind – candidate novel general anesthetic via apoferritin binding; AID 485281; Potency, µM (doses to about 77.5 µM), for inactives: at the top dose activity change, negative = displacement, usual class: inhibitors; actives 0.074% (n = 350,000); P02791; apoferritin/1-aminoanthracene competitive binding, fluorescence; note: potency is the fitted concentration of half-maximal effect; % is set by controls: 0 for no effect and ±100 for the full control effect; nearly all actives have a fitted effect of over 20% in size
Target sequence (P02791 2-175 limits assumed): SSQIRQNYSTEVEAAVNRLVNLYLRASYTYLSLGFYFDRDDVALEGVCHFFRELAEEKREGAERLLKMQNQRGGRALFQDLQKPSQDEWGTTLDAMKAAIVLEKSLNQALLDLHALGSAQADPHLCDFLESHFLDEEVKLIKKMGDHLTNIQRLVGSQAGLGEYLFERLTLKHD
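Apoferritin-based anesthetic binding model; compound displacement of fluorescent 1-AMA measured as endpoint fluorescence after 10 minutes at room temperature, scaled to free-ligand and complex controls.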
POLK inh – blocks human DNA polymerase kappa activity; Q9UBT6; Potency, µM (highest dose often 107 µM), for the others: top-dose activity, negative = inhibition, hits mostly inhibitors; purified Pol kappa, fluorescent DNA synthesis assay, 10 min; actives 0.53% (n = 400,000); note: potency is the fitted concentration of half-maximal effect; % is set by controls: 0 for no effect and ±100 for the full control effect
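Readout: fluorescence, taken kinetically at 0 and 10 min. Conditions: 10 nM Pol kappa, 15 min RT compound preincubation, 50 nM substrate final. Controls: enzyme-free buffer wells.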
Tb PGK inh – inhibitors of T. brucei phosphoglycerate kinase; P07378; PGK/GAPDH coupled, Kinase-Glo luminescence, 60 min; Potency, µM (titrated, usually from 57.5 µM), for the others: at the top dose activity change, negative = inhibition, hits mostly inhibitors; actives 0.043% (n = 380,000); AID 602233; note: potency is the fitted concentration of half-maximal effect; % is set by controls: 0 for no effect and ±100 for the full control effect; nearly all actives have a fitted effect of over 60% in size
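Recombinant glycosomal PGK reaction used 1,3-bisphosphoglycerate generated in-well by GAPDH (100nM final) in 100mM TEA pH 7.6, 5mM MgCl2, 0.01% Tween-20. After 60 minutes at room temperature, ATP was read by Kinase-Glo Plus luminescence end-point.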
RXFP1 antag – RXFP1 (human) relaxin receptor antagonism; HEK293-RXFP1, relaxin-stimulated cAMP HTRF, 30 min; stronger effect = lower value; activity change, negative = inhibition, % at 57.5 µM; actives 0.59% (n = 350,000); AID 1259400;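 active = activity change of -60% or lower, but not beyond a set lower limit; inconclusive = change between -60% and -40%, or beyond the set limit; inactive = change above -40%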; note: % is set by controls: 0 for no effect and ±100 for the full control effect
Target sequence (Q9HBX9 whole entry, looked up): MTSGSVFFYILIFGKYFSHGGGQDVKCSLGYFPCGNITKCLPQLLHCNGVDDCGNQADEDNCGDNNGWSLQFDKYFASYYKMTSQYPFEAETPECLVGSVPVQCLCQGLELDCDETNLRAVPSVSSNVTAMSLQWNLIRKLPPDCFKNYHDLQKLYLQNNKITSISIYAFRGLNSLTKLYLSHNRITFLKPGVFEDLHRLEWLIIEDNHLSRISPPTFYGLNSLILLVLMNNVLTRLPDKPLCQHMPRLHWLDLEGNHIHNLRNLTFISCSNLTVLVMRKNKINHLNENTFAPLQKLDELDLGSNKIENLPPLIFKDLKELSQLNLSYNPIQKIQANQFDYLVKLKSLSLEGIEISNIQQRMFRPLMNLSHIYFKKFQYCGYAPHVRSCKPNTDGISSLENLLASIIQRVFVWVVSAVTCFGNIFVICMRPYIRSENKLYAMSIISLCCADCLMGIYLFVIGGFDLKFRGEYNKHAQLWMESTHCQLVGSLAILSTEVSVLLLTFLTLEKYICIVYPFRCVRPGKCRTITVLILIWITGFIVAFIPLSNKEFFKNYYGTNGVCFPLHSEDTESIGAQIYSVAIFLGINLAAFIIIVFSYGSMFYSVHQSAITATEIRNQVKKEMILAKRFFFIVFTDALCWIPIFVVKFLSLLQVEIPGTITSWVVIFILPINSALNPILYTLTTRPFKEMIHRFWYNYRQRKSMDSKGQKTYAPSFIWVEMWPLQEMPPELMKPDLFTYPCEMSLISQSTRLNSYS
APEX1 inh – blocks human APE1 abasic DNA cleavage; P27695; recombinant APE1, TAMRA/BHQ-2 abasic DNA cleavage fluorescence; Potency, µM (doses to about 65.8 µM), inactives show at the top dose activity change, negative = inhibition, most hits filed as inhibitors; actives 0.35% (n = 350,000); AID 2517;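 note: potency is the fitted concentration of half-maximal effect; plate controls were vehicle for no effect and reference inhibitor for full effect; nearly all actives have a fitted effect of over 55% in size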
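Quantitative HTS: incision of a TAMRA/BHQ-2 double-stranded substrate bearing a tetrahydrofuran abasic site by 0.75 nM APE1 raises fluorescence. Substrate 50 nM final, added after 15 min compound preincubation at room temperature; progress as third-minus-first kinetic read difference.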
Pol beta inh – inhibitors of human DNA polymerase beta | P06746 | Pol beta primer extension/strand displacement, fluorescence kinetic | Potency, µM (titrated, usually from 114 µM), for inactives: at the highest dose activity change, negative = inhibition, usual class: inhibitors | actives 1.3% (n = 340,000) | AID 485314; note: potency is the fitted concentration of half-maximal effect; % is set by controls: 0 for no effect and ±100 for the full control effect
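Pol beta (10 nM) and compounds were preincubated 15 min at room temperature, then 50 nM substrate (final) started primer extension/strand displacement. Reads were taken at 0 and 10 min; concentration-response data were fitted to a four-parameter Hill equation.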
POLI inh – DNA polymerase iota (human) inhibition; Potency, µM (top dose mostly 115 µM), for inactives: top-dose activity, negative = inhibition, actives largely listed as inhibitors; Q9UNA4; AID 588590; actives 1% (n = 390,000); Pol iota fluorescent replication assay, 10 min; note: potency is the fitted concentration of half-maximal effect
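Pol iota at 10 nM preincubated 15 min with compounds at room temperature; reaction started with fluorescent substrate, 50 nM final. Fluorescence read kinetically at 0 and 10 min; buffer-only wells as negative control.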
POLH inh – blocks human DNA polymerase eta activity | AID 588591 | Potency, µM (series often up to 114 µM), inactives show at the highest dose activity change, negative = inhibition, most hits filed as inhibitors | recombinant Pol eta, fluorescent DNA replication assay | Q9Y253 | actives 1.2% (n = 390,000); note: potency is the fitted concentration of half-maximal effect; % is set by controls: 0 for no effect and ±100 for the full control effect
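Fluorescent replication assay: 50 nM final substrate added after a 15 min room-temperature compound preincubation with 10 nM enzyme. Signal taken at 0 min and again at 10 min.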
Numbers without * were called inactive; i = inactive; ? = inconclusive; · = no result given; [ ] = remark or other dose. Unless noted, calls come from the whole dose curve; as a rule, active = well fitted curve in the direction sought with a large enough effect; inconclusive = small, poorly fitted or top-dose-only effect, or another doubt; inactive = no such curve, though single readings can be large; an effect the other way counts as inactive or inconclusive. This is a subset (hit frequency here may not be typical).

SMILES	BLM helicase inh	Anesthetic bind	POLK inh	Tb PGK inh	RXFP1 antag	APEX1 inh	Pol beta inh	POLI inh	POLH inh
CC(=O)Nc1ccc2c(c1)ncn2C	0%	-2%	4%	-9%	-1	0%	12%	-1%	-12%
O=C(CSc1ccc(-c2cccnc2)nn1)Nc1ccccc1	2%	-9%	?	i	-14	12%	?	11%	-15%
CCc1ccc(-c2cc(C(=O)NN3CCOCC3)c3ccccc3n2)cc1	2%	-11%	-7%	-12%	-2	-6%	-20%	22%	-15%
COc1ccc(-c2cc(C)no2)cc1S(=O)(=O)N(C)c1cccc(C)c1	-6%	50%[activator]	-11%	0%	-12	-17%	-1%	4%	-14%
CCOC(=O)N1CCC(N(CCN(C)C)C(=S)Nc2cc(C)cc(C)c2)CC1	1%	-12%	-3%	-10%	31	2%	-12%	-7%	-17%
O=S(=O)(c1ccccc1)N1N=C(c2ccccc2)CC1c1ccccc1 (stereo not given)	-9%	-1%	-14%	-8%	-2	-2%	-6%	129%[activator]	-18%
Cc1ccc2cccc(Oc3ccc([N+](=O)[O-])cc3[N+](=O)[O-])c2n1	2%	-14%	-9%	i	-2	1%	47%	11%	-4%
Cc1ccc(Cl)cc1N1CCN(C(=O)c2cc3c(=O)oc4ccccc4c3s2)CC1	0%	0%	-17%	3%	·	·	12%	4%	-7%
O=[N+]([O-])c1cccc(S(=O)(=O)Nc2ccc(S(=O)(=O)NCC3CCCO3)cc2)c1 (stereo not given)	-4%	-6%	12%	i	-1	5%	51%	31%[activator]	-5%
CC1CCN(C(=S)NC(=O)c2ccccc2)CC1	1%	-19%	1%	-2%	-12	1%	0%	11%	-10%
Cc1cc(OCc2cc(C(=O)N3CCCCCC3)no2)cc(C)c1Cl	-8%	?	-5%	-8%	-11	25%	0%	18%	-18%
CC(=O)Nc1ccc(S(=O)(=O)NCCC(=O)OCC(=O)NCc2ccccc2)cc1	·	·	6%	2%	-10	4%	·	36%[activator]	-25%

Exported with values under each structure: entries from further up.
Second line of a record – BLM helicase inh, Anesthetic bind, POLK inh, Tb PGK inh, RXFP1 antag, APEX1 inh, Pol beta inh, POLI inh, POLH inh
O=C(CSc1ccc(-c2cccnc2)nn1)Nc1ccccc1
  2%, -9%, ?, i, -14, 12%, ?, 11%, -15%
CCc1ccc(-c2cc(C(=O)NN3CCOCC3)c3ccccc3n2)cc1
  2%, -11%, -7%, -12%, -2, -6%, -20%, 22%, -15%
COc1ccc(-c2cc(C)no2)cc1S(=O)(=O)N(C)c1cccc(C)c1
  -6%, 50%[activator], -11%, 0%, -12, -17%, -1%, 4%, -14%

Next part
SMILES	BLM helicase inh	Anesthetic bind	POLK inh	Tb PGK inh	RXFP1 antag	APEX1 inh	Pol beta inh	POLI inh	POLH inh
COc1ccc(NC(=O)CCCCC(=O)Nc2ccc(OC)cc2OC)c(OC)c1	·	·	-3%	4%	-3	·	·	15%	-6%
COc1cccc(C2NC(=O)c3ccccc3O2)c1OCc1ccccc1F (stereo not given)	-12%	?	-10%	5%	-27	-4%	-13%	158%[activator]	-13%
O=C(Oc1ccnc2cc(Cl)ccc12)N1CCCCCC1	0%	?	-6%	i	-9	3%	-2%	-5%	-12%
c1ccc(-c2csc(-n3cccn3)n2)cc1	-1%	?	-11%	-5%	-1	1%	31%	54%[activator]	-2%
Cc1ccc(C(C(=O)NC2CCCCC2)N(C)Cc2ccccc2)cc1 (stereo not given)	-3%	-16%	-7%	4%	-5	·	16%	6%	-27%
COCCCn1c(SCc2cc(=O)[nH]c3ccccc23)nnc1-c1ccco1	-1%	-2%	0%	5%	-5	-3%	1%	16%	-11%
O=C(NC1CCNCC1)C1CCCCC1	4%	-8%	-3%	15%	7	17%	28%	-8%	-8%
O=C(Nc1ccc([N+](=O)[O-])cc1)C(=O)Nc1cccc(C(=O)O)c1	-12%	-2%	5%	?	4	-2%	-20%	32%[activator]	-7%
CSc1cccc(NC(=O)C(=O)NCc2ccccc2)c1	-2%	-7%	-9%	-1%	-5	0%	-14%	-2%	-3%
C=CCN(C(=O)c1csnn1)C(C(=O)NC1CCCC1)c1ccccc1F (stereo not given)	-2%	-6%	-8%	i	-11	13%	8%	-5%	-3%
Cc1ccc2nc(NC(=O)c3ccc4ncsc4c3)sc2c1	-8%	-10%	3%	0%	·	-8%	3%	?	-4%
COCCCNC(=O)c1cc(S(=O)(=O)N2CCOCC2)ccc1SCc1cccc(OC)c1OC	-2%	-19%	-5%	-4%	4	?	-18%	61%[activator]	5%
O=C(NC1CCCCCC1)c1nnc(Cc2ccc(Cl)cc2)o1	-1%	?	-13%	-4%	·	3%	8%	-13%	-17%
C/C(=N\NC(=O)c1cccc(N/N=C(\C)c2ccccc2)c1)c1ccccc1	-5%	?	-8%	i	0	2%	0%	105%[activator]	-19%
COc1ccccc1N(Cc1ccccc1)S(=O)(=O)c1cccc(C(=O)NCC2CCCO2)c1 (stereo not given)	·	·	7%	-2%	15	2%	·	-4%	-23%
Cc1ccc(NC(=O)c2ccc(Cl)nc2)cc1S(=O)(=O)N1CCOCC1	·	·	-5%	-18%	-19	-19%	·	44%[activator]	-18%
CCc1c(C)nc(SCCOc2ccc(OC(C)C)cc2)[nH]c1=O	1%	-3%	-16%	0%	-4	-2%	-17%	43%[activator]	1%
COc1ccc(OC)c(CC2C(=O)Nc3ccc(Br)cc32)c1 (stereo not given)	-4%	?	-9%	0%	-38	·	-17%	11%	-19%
COc1ccc(CCN(C)Cc2ccc(C(=O)Nc3ccccc3)cc2)cc1OC	3%	-7%	-16%	7%	0	-1%	1%	4%	4%
CCNCCNc1ccc(Cl)cc1[N+](=O)[O-]	·	·	4%	-9%	3	·	·	2%	-8%
COc1ccc(C(c2nnnn2C(C)(C)C)N2CCN(C)CC2)cc1OC (stereo not given)	1%	-6%	-12%	-7%	-2	-2%	13%	12%	-12%
Cc1c(-c2ccccc2)nc2c(Cl)cccc2c1C(=O)OCC(=O)c1ccc(F)cc1	-7%	-4%	8%	i	·	·	13%	29%	-5%
CCN(C(=O)Cn1c(=O)n(CCCS(=O)(=O)C2CCCCC2)c(=O)c2ccccc21)c1cccc(C)c1	-2%	?	15%	-2%	·	·	7%	-15%	-7%
Cc1ccccc1C(=O)NNC(=O)c1cccn1C	·	·	-4%	-7%	10	-9%	·	-7%	10%
O=C(CN1CCCC1c1cccs1)Nc1cc(S(=O)(=O)N2CCCC2)ccc1Cl (stereo not given)	·	·	4%	-9%	-1	30%	·	-13%	-18%
CN(CC(=O)Nc1ccc(N2CCOCC2)cc1)C(=O)c1ccc(CS(C)(=O)=O)cc1	·	·	-7%	-4%	-8	2%	·	?	-15%
CN(C)c1oc(-c2ccco2)nc1S(=O)(=O)c1ccc(Br)cc1	·	·	-13%	-1%	0	12%	·	6%	-15%
CC(=O)c1c(C)[nH]c(C(=O)NNC(=O)COc2cc(C)cc(C)c2)c1C	·	·	-10%	-9%	-9	7%	·	-4%	-12%
CCCn1c(SCC(=O)N2CCCCC2)nnc1-c1ccccn1	-5%	2%	·	·	·	1%	2%	·	·
CC1(C)Cc2c(C#N)c(N3CCN(C(=O)c4ccco4)CC3)nc(Cc3ccccc3)c2CO1	0%	-9%	-4%	-6%	-11	0%	15%	-4%	-19%
Clc1ccc(N2CCN(/N=C/c3cccnc3)CC2)cc1	-6%	0%	1%	1%	0	17%	-1%	9%	-3%
Cc1ccc(C2=CC(=O)C[C@H](c3ccc(F)cc3)C2)cc1	·	·	-9%	0%	·	2%	·	9%	-20%
Cc1sc2ncn(CC(=O)N3CCN(c4ccccn4)CC3)c(=O)c2c1S(=O)(=O)N1CCCCC1	-2%	-1%	-19%	-4%	-1	6%	43%	51%[activator]	-10%
CCc1c(C)sc(NC(=O)c2cc(-c3ccc(OC)cc3)on2)c1C#N	-4%	-2%	4%	0%	-3	·	25%	-2%	4%
Cc1ccc(CCNC(=O)CCCn2c(=O)c3ccccc3n(CC(=O)Nc3cc(Cl)ccc3C)c2=O)cc1	-3%	15%	5%	-7%	·	·	12%	22%	-13%
O=C(COC(=O)C1CC(=O)N(Cc2ccco2)C1)Nc1ccc(F)cc1F (stereo not given)	·	·	-6%	-9%	-4	-7%	·	-3%	-11%
CC(OC(=O)Cc1ccc(F)cc1)C(=O)N1CCc2ccccc21 (stereo not given)	·	·	-5%	i	-14	35%	·	14%	-11%
C#Cc1ccc([C@H]2C=C(C(=O)Nc3ccccc3)O[C@@H](OCc3ccc(CO)cc3)C2)cc1	-9%	-4%	-8%	-8%	·	-2%	-1%	-16%	-4%
CC(C)C[C@H](NC(=O)c1ccc(OC2CCN(C(=O)C3CC3)CC2)cc1)C(N)=O	-2%	-5%	8%	4%	13	10%	?	9%	-14%
CC(C)Oc1ccc(/C=N/NC(=O)c2ccc(N(Cc3ccccc3)S(C)(=O)=O)cc2)cc1	0%	8%	-10%	1%	-9	18%	-3%	-2%	-7%
COc1ccc(/C=N/NC(=S)Nc2cccc(C(=O)O)c2)cc1	-1%	-10%	0%	0%	-34	-2%	1%	24%	6%
O=c1[nH]c2ccc(NCc3ccc(-c4ccc(Cl)cc4)o3)cc2[nH]1	-3%	57%[activator]	-31%	i	-29	·	2%	?	2%
CC1=C(C(=O)OC(C)C)C(c2ccc(O)cc2)NC(=O)N1 (stereo not given)	-6%	-5%	6%	4%	-1	-10%	18%	8%	-13%
COc1ccc(N2C(=O)CCC(C(=O)Nc3cccc(C)n3)C2c2ccc(OC)c(OC)c2)cc1 (stereo not given)	-1%	-3%	0%	-9%	1	-5%	-1%	6%	4%
Cc1ccccc1N1CCN(C2CCCN(C(=O)CCc3c(C)noc3C)C2)CC1 (stereo not given)	-1%	-7%	-20%	0%	-2	-5%	0%	10%	-6%
